Compound activity from PubChem.
GLP1R inv ag: qHTS of GLP-1 Receptor Inverse Agonists (Inhibition Mode); Potency, µM (highest dose often 38.3 µM), without a hit: top-dose activity change, negative = inhibition, hits mostly inhibitors; AID 624417, 2012; HEK293 GLP-1R CRE-luciferase, luminescence, 24 h; GLP-1R form is constitutively active; actives 1.6% (n = 410,000); note: potency is the fitted concentration of half-maximal effect; % is set by controls: 0 for no effect and ±100 for the full control effect; nearly all actives have a fitted effect of over 55% in size
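Inverse agonists were sought by their lowering of basal cAMP reporter luciferase output in HEK293 cells stably carrying constitutively active human GLP-1R, after 24 h compound treatment.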
PTHR1 ag: qHTS for PTHR1 Agonists: Primary Screen; HEK293 GP2 PTHR1 cells, GloSensor cAMP luminescence, 1 h; AID 743266, 2014; Potency, µM (highest dose often 115 µM), for inactives: top-dose activation, hits mostly activators; actives 0.075% (n = 410,000); note: potency is the fitted concentration of half-maximal effect; nearly all actives have a fitted effect of over 55% in size; some results filed as inactive show a strong effect at the top dose; inactives centre near -15; many of its hits are not listed in these tables
Target sequence (Q03431 whole entry, looked up): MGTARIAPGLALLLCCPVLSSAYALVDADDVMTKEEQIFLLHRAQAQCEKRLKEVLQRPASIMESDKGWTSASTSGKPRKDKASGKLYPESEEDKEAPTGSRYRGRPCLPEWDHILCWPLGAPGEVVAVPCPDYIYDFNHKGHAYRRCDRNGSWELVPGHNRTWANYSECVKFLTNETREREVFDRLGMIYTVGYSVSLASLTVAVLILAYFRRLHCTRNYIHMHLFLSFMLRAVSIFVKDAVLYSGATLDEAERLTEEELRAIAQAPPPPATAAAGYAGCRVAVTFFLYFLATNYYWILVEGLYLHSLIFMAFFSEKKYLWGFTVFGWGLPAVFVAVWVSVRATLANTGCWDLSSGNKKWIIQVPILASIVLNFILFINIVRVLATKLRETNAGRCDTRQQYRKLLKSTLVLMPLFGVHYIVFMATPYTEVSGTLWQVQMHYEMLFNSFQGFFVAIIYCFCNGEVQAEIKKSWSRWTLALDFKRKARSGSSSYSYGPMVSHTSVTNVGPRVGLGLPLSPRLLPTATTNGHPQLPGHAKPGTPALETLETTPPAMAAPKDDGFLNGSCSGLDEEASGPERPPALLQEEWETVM
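HEK-293-derived GP2 cells expressing PTHR1 and a GloSensor cAMP reporter, 3,000/well, plated overnight, given luciferin plus IBMX (each 0.5 mM as added) for 1 h at 37 °C, then compound for 1 h at 37 °C. Luminescence was read after 15 min at room temperature.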
PI5P4Ka inh: qHTS for Inhibitors of phosphatidylinositol 5-phosphate 4-kinase (PI5P4K) | PI5P4Kalpha enzyme, ADP-Glo luminescence, 60 min; stronger effect = lower value | max response, % | actives 1.2% (n = 330,000) | AID 652105, 2013; active = max response of -50% or lower; inconclusive = between -30% and -50%; inactive = -30% or higher; note: value at the top dose of about 77 µM; % is set by controls: 0 for no effect and ±100 for the full control effect
Target sequence (P48426 whole entry, looked up): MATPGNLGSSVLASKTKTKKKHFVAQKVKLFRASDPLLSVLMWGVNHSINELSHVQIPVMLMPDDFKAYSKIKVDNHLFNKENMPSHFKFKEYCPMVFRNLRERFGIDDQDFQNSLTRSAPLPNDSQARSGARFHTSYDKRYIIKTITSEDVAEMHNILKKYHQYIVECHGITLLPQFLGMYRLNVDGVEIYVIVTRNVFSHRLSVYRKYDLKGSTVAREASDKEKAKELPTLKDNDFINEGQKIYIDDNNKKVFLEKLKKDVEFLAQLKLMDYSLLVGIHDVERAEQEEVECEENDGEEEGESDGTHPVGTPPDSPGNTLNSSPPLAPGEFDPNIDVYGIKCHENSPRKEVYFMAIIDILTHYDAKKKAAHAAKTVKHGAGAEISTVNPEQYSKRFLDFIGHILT
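qHTS, 1536-well: enzyme/substrate mix, compound by pin tool, 5 microM ATP final; RT 60 min; ADP-Glo reagents 1 (45 min) then 2 (30 min); luminescence.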
GLP1R ag: qHTS of GLP-1 Receptor Agonists | Glucagon-like peptide 1 receptor (Homo sapiens), P43220 | HEK293 GLP-1R CRE-luciferase, luminescence, 4-6 h; cells express a hypersensitive GLP-1R form | Potency, µM (top dose mostly 45.6 µM), without a hit: at the top dose activation, most hits filed as activators | actives 0.007% (n = 380,000); note: potency is the fitted concentration of half-maximal effect; % of control where 0% means no effect
PLK1 PBD block: qHTS for Inhibitors of PLK1-PDB (polo-like kinase 1 - polo-box domain): Primary Screen; Potency, µM, for the others: max response, negative = inhibition, hits mostly inhibitors; Plk1 PBD binding of FITC phosphopeptide, fluorescence polarization; Serine/threonine-protein kinase PLK1 (Homo sapiens), P53350; actives 2.8% (n = 360,000); AID 720504, 2013; note: potency is the fitted concentration of half-maximal effect; series mostly up to about 57 µM; % is set by controls: 0 for no effect and ±100 for the full control effect; nearly all actives have a fitted effect of over 65% in size
IL-2 act: qHTS of IL-2 Activators; IL-2 activation reporter assay, cell-based qHTS; stimulated with anti-CD3/CD4/CD28 beads; in transgenic mouse T cells; activation, % (series mostly up to about 46 µM); actives 0.065% (n = 360,000); AID 652025, 2013; in the data active = activation above about 50%; inconclusive = mostly about 30% to 49%; note: 0% is about no effect
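Quantitative HTS in unstimulated transgenic mouse T cells, with memory T cells as non-tolerant control and PMA/ionomycin as tolerance-bypass control. Compound pretreatment lasted 60 minutes before 18 h bead stimulation; EGFP/DsRed fluorescence read.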
HEK293 tox: qHTS of GLP-1 Receptor Inverse Agonists: Cytotox Screen; HEK293 cAMP-luciferase reporter cells, luminescence, 24 h; Potency, µM (series often up to 38.3 µM), for inactives: at the top dose activity change, negative = inhibition, actives largely listed as inhibitors; actives 0.13% (n = 410,000); AID 624418, 2012;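 note: loss of luciferase light is scored as toxicity; potency is the fitted concentration of half-maximal effect; % is set by controls: 0 for no effect and ±100 for the full control effect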
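To flag toxic compounds, the library was rerun on cells for 24 hr at 37 deg C and 5% CO2. Viability-linked luminescence was captured 12 min after adding luciferase detection reagent.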
EPAC1 antagonist: qHTS for Antagonist of cAMP-regulated guanine nucleotide exchange factor 3 (EPAC1): primary screen; Rap guanine nucleotide exchange factor 3 (Homo sapiens), O95398; EPAC1 GEF assay, Rap1b-BODIPY-GDP exchange fluorescence; Potency, µM (doses to about 115 µM), inactives show top-dose activity change, negative = inhibition, hits mostly inhibitors; actives 0.14% (n = 360,000); AID 720709, 2013;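 note: potency is the fitted concentration of half-maximal effect; plate controls were vehicle for no effect and positive control for full effect; nearly all actives have a fitted effect of over 50% in size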
EPAC1 ag: qHTS for Agonist of cAMP-regulated guanine nucleotide exchange factor 3 (EPAC1): primary screen; Rap guanine nucleotide exchange factor 3 (Homo sapiens), O95398; EPAC1 agonist qHTS, biochemical assay; response scale: 100% = response to 6.5 mM cAMP; Potency, µM (series often up to 154 µM), without a hit: at the top dose activation, usual class: activators; actives 0.073% (n = 360,000); AID 720707, 2013; note: potency is the fitted concentration of half-maximal effect; nearly all actives have a fitted effect of over 60% in size
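Read-out is the fluorescence drop as BODIPY-GDP leaves Rap1B (480 nm excitation, 540 nm emission), recorded every 5 minutes over 30 minutes. Reactions held 100 nM EPAC1, 250 nM Rap1B–BODIPY-GDP and 50 uM GDP, with 6.5 mM cAMP setting full activation.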
Active calls of the source: *; i = inactive; ? = inconclusive; nt = no result given; & = joins results of further samples; [ ] = another dose, or the depositor's remark. Unless noted, calls come from the whole dose curve; as a rule, active = well fitted curve in the direction sought with a large enough effect; inconclusive = small, poorly fitted or top-dose-only effect, or another doubt; inactive = no such curve, though single readings can be large; an effect the other way counts as inactive or inconclusive. A portion of the library; count on the stated rates, not on these rows.

SMILES	GLP1R inv ag	PTHR1 ag	PI5P4Ka inh	GLP1R ag	PLK1 PBD block	IL-2 act	HEK293 tox	EPAC1 antagonist	EPAC1 ag
CCc1cn(S(=O)(=O)c2ccccc2OC)nc1N	0%	i	nt	-4%	-2%	0.9	6%	0%	0%
CCN(CC(=O)Nc1ccc2c(c1)OCCO2)C(=O)/C=C/c1ccc(OC)cc1OC	1%	-21%	4	13%	-5%	-4.1	3%	-24%	11%
CCN(C(=O)Cn1c(=O)oc2ccccc21)c1cccc(C)c1	?	i	-9	16%	27µM*	-0.3	-8%	0%	13%
Cc1sc2nc(C(C)C)nc(SCC(=O)N3c4ccccc4CC3C)c2c1C (stereo not given)	-16%	-7%	0	-4%	-12%	-0.1	-19%	-2%	-1%
O=C(CNC(=O)c1cc(S(=O)(=O)N2CCCCC2)ccc1N1CCOCC1)Nc1ccc(F)c(F)c1	9%	i	-7	3%	-2%	-2.3	-2%	-2%	-1%
Cc1ccc(NC(=O)c2sc3nc4c(c(-c5ccco5)c3c2N)CCC4)cc1	?	-6%	-5	0%	-9%	22	296%[activator]	23%	-83%[inhibitor]
CCCn1c2ccccc2c2nnc(SCC(=O)Nc3c(C)n(C)n(-c4ccccc4)c3=O)nc21	46%[activator]	i	-9	16%	-19%	-3.2	12%	-13%	2%
CC1CCCCN1CCCNC(=O)c1nn(C)c2c1CSc1ccccc1-2 (stereo not given)	-3%	-24%	1	3%	-8%	2.9	?	-3%	8%
COc1ccc(CCNC(=O)Cn2c(=O)n(Cc3ccco3)c(=O)c3ccc(Cl)cc32)cc1OC	?	i	4	3%	-27%	-0.6	-16%	-7%	-2%
COc1ccccc1/C=[N+](\[O-])C1SC(=S)N(C)C1(C)C (stereo not given)	0%	-24%	-3	-3%	3%	0.4	-1%	3%	-9%
Cn1c(NCCN(CCO)CCCc2ccc([N+](=O)[O-])cc2)cc(=O)n(C)c1=O	-7%	-31%[inhibitor]	1	3%&3%	-4%	0.0	-1%	21%	-14%
Cc1ccc(CCNC(=O)c2nn(C)c3c2CS(=O)(=O)c2ccccc2-3)cc1	?	2%	-5	10%	-8%	1.6	-4%	6%	11%
Cc1cccc(NC(=O)c2nc[nH]c2C(=O)NC2CCN(C(=O)OC(C)(C)C)CC2)c1	12%	?	12	9%	6%	1.4	12%	7%	-15%
c1ccc2oc(C3=NNC(=NC4CC4)SC3)cc2c1	8.9µM*	-39%[inhibitor]	-16	11%	?	-0.5	?	8%	-4%
C=C1CCN([C@@H](C)C(=O)NCCCCCC)S(=O)(=O)c2ccccc21	-19%	-12%	5	0%	-1%	0.0	3%	8%	8%
Cc1ccc(S(=O)(=O)NCCSc2ncccn2)cc1	0%	-11%	4	3%	-12%	-0.7	-4%	0%	3%
CCOc1cc(CNc2ccc(Br)cc2)cc(Br)c1OCC(=O)NC(C)(C)C	-1%	11%[57.5 µM]	nt	1%	-7%	-1.9	-25%	-7%	3%
CN(C(=O)c1cccc(NC(=O)Cc2ccc(NC(=O)C3CCN(C(=O)C4CCCCC4)CC3)cc2)c1)C1CCCC1	11%	-18%	1	-1%	2%	-0.3	4%	-20%	-1%
Cc1ccc(/C(=N/Nc2ncnc3ccccc23)C(=O)O)cc1	?	-5%	?	1%	-20%	0.6	?	-7%	7%
COc1ccc(N2CCN(c3nc(Nc4ccc(C)c(F)c4)nc(N4CCCC4)n3)CC2)cc1	-10%[0.307 µM]	i	1	-2%	-11%	-0.5	15%[0.307 µM]	-9%	2%
O=C(COC(=O)/C=C/c1cccs1)Nc1ccc2ccccc2c1	6%	i	-9	-4%	1%	2.8	-14%	2%	-2%
CCCCNc1c(-c2ccc(OC)c(SC(C)CC)c2)nc2ccc(Cl)cn12 (stereo not given)	1%	-26%	4	14%	-5%	-3.7	20%	-19%	-31%[inhibitor]
Cn1c(=O)n(C)c2cc(/C=N/n3cnnc3)ccc21	2%	i	nt	-4%	-5%	-1.2	4%	-13%	-6%
CC(NC(=O)C(=O)NCCN1CCN(C(=O)c2ccccc2Br)CC1)c1ccccc1 (stereo not given)	4%	-7%	5	9%	-8%	-0.4	0%	2%	0%
COc1ccc(OC)c(N(CC(=O)NCCSCc2ccco2)S(=O)(=O)c2ccccc2)c1	-18%	-23%	1	19%	-7%	0.1	-11%	-11%	5%
Cc1c(C(=O)N2CCCCC2)c(S(=O)(=O)N2CCN(c3ccc(Cl)cc3)CC2)c(C)n1C	-24%	-12%	-1	-1%	2%	-4.5	-5%	?	3%
Cc1ccsc1CNC(=O)C1(C)CCN1C(=O)C(C)C (stereo not given)	23%	i	-6	2%	0%	-0.2	3%	13%	2%
O=C(COc1ncnc2cc([N+](=O)[O-])ccc12)NCc1ccc2c(c1)OCO2	4%	-12%	-27	-16%	-2%	0.1	-8%	8%	9%
CCOC(=O)NNc1ccc(C(F)(F)F)cn1	4%	-5%	3	-1%	1%	-0.5	-5%	-1%	3%
COc1cc(C(O)c2nc(-c3cccc(F)c3)cs2)ccc1F (stereo not given)	?	i	19	25%	-4%	-0.2	5%	-13%	-3%
COc1cccc(CNCCSc2nnnn2C)c1OCc1ccccc1Cl	?	-20%	nt	3%	nt	nt	2%	nt	nt
COc1ccccc1CN(C(=O)c1cnccn1)C(C(=O)NC1CCCCC1)c1cc(OC)c(OC)c(OC)c1 (stereo not given)	15%	i	1	-1%	-4%	-1.2	-9%	-23%	-7%
N#Cc1ccc(CN2C=NS(=O)(=O)c3ccccc32)cc1	4%	i	-3	3%	-1%	0.0	-3%	23%	3%
NC(=O)c1ccc(NC(=O)CSc2nnc(C3CCCCC3)n2N)cc1	14%	i	-3	-4%	-7%	-2.1	-1%	-6%	20%
O=c1oc2ccccc2c2[nH]ccc12	7%	?	5	8%	-22%	0.5	1%	-8%	-5%
CSCCC(NS(=O)(=O)c1ccc(Cl)c(Cl)c1)C(=O)O (stereo not given)	2%	i	1	-3%	6%	-0.5	3%	-10%	-5%
COc1cc(C2C(C#N)=C(N)Oc3n[nH]c(-c4cccnc4)c32)cc(Br)c1O (stereo not given)	19%	i	-63*	-3%	-8%	-0.3	-27%	9%	2%
CCOC(=O)C(NC(=O)Nc1ccc(C(N)=O)cc1)(c1ccccc1)C(F)(F)F (stereo not given)	16%	i	7	-11%	-4%	1.2	-7%	5%	6%
Cn1c(=O)c2c(nc(N/N=C/c3ccc(OC(=O)c4ccco4)cc3)n2Cc2ccc(F)cc2)n(C)c1=O	13%	-12%	11	4%	-12%	-3.6	7%	4%	10%
CCN(CC(=O)NCc1ccc(Cl)cc1)C(=O)c1cnc(Cl)c(Cl)c1	?	-14%	0	9%	-10%	-0.3	5%	-10%	-1%

Limited to EPAC1 ag, EPAC1 antagonist and PLK1 PBD block (3 entries from above):
| SMILES | EPAC1 ag | EPAC1 antagonist | PLK1 PBD block |
| --- | --- | --- | --- |
| COc1cc(C2C(C#N)=C(N)Oc3n[nH]c(-c4cccnc4)c32)cc(Br)c1O (stereo not given) | 2% | 9% | -8% |
| CCOC(=O)C(NC(=O)Nc1ccc(C(N)=O)cc1)(c1ccccc1)C(F)(F)F (stereo not given) | 6% | 5% | -4% |
| Cn1c(=O)c2c(nc(N/N=C/c3ccc(OC(=O)c4ccco4)cc3)n2Cc2ccc(F)cc2)n(C)c1=O | 10% | 4% | -12% |

Quoted from the listing:
N#Cc1ccc(CN2C=NS(=O)(=O)c3ccccc32)cc1 – IL-2 act = 0.0
CSCCC(NS(=O)(=O)c1ccc(Cl)c(Cl)c1)C(=O)O (stereo not given) – GLP1R ag = -3%
Cn1c(=O)c2c(nc(N/N=C/c3ccc(OC(=O)c4ccco4)cc3)n2Cc2ccc(F)cc2)n(C)c1=O – HEK293 tox = 7%

Continuation.
SMILES	GLP1R inv ag	PTHR1 ag	PI5P4Ka inh	GLP1R ag	PLK1 PBD block	IL-2 act	HEK293 tox	EPAC1 antagonist	EPAC1 ag
COC(=O)c1ccc(COC(=O)C2CCN(S(=O)(=O)c3ccc(C)c(C)c3)CC2)o1	-9%	22%	0	17%	-13%	-4.8	0%	-13%	14%
O=c1oc2ccccc2nc1/C=C(\O)c1ccccc1	-11%	i	-3	-2%	-9%	-0.5	2%	-8%	4%
C=C1C(=O)O[C@H]2[C@H]1[C@H](OC(=O)/C(C)=C\C)C[C@]1(CO1)[C@@H]1[C@H](OC(C)=O)C=C(C)[C@]21O	16%	-3%	0	-2%	-12%	-5.2	?	4%	-2%
COc1cc2c(cc1OC)CN(C(=O)CC1CC3CCC1C3)CC2 (stereo not given)	0%	i	-1	28%	-1%	-0.2	?	-11%	8%
NC(=O)C1CCN(C(=S)NC2CC3C=CC2C3)CC1 (stereo not given)	16%	-19%	-1	4%	-6%	0.8	-12%	-11%	7%
COc1ccc(C/C(N)=N/OC(=O)c2cccs2)cc1	21%	-13%	-7	3%	4%	0.0	?	12%	-7%
OCCCCC#Cc1c(-c2ccsc2)sc2ccccc12	?	i	70	33%	-1%	-0.1	4%	-9%	0%
O=C(CN1CCN(C(=O)c2ccco2)CC1)Nc1c2c(nc3c1CCC3)CCCC2	-7%	-4%	-13	9%	-4%	0.4	-18%	-13%	16%
CCOC(=O)Nc1cc(NC(=O)OCC)ncn1	20%	-7%	24	-4%	-6%	-0.6	25%	-5%	5%
Cc1nc2ccccc2c(=O)n1NC(=O)c1c(O)c2c(n(CC(C)C)c1=O)CCCC2	?	i	nt	-3%	-4%	1.0	-8%	-11%	-4%
COC(=O)C1CCN(C2CC(=O)N(c3cc(C)cc(C)c3)C2=O)CC1 (stereo not given)	-1%	i	8	11%	-8%	-0.8	0%	-2%	-7%
